CXXC DNA block: inhibitors of human MLL CXXC domain-DNA interaction; Q03164; 0.037% of 290,000 active; MLL-CXXC / FITC-HOXA9 DNA fluorescence polarization; Potency, µM (highest dose often 115 µM), for inactives: at the highest dose activity change, negative = inhibition, usual class: inhibitors; active = well fitted inhibition curve with a large enough effect in the polarisation, with a control signal flat, not every such curve was filed as active; inconclusive = small, poorly fitted or top-dose-only effect, or effect the other way, or a change in a side signal; inactive = no such curve, though single readings can be large or run the other way; the % refers to the polarisation; also: potency is read from the fitted curve at half-maximal effect
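Purified MLL-CXXC (added from a 7 uM solution) was preincubated 5 min at ambient with pinned compounds in 50 mM Tris-HCl pH 7.5, 50 mM NaCl, 1 mM DTT, 0.05% BSA. Fluorescein-labeled HOX-A9 DNA (50 nM solution) followed, 30 min, then polarization read.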
B2AR arrestin: beta2AR (human) beta-arrestin recruitment activity. P07550. beta-arrestin recruitment to beta2AR, cell-based reporter. Potency, µM (series often up to 46.1 µM), for inactives: top-dose activation, most hits filed as activators. 0.02% of 330,000 active. AID 492947;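 also: potency is read from the fitted curve at half-maximal effect; 0% = DMSO controls and full agonism = EC100 isoproterenol or metaproterenol; nearly all actives have a fitted effect of over 65% in size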
A-T KAP1 phos: candidate therapy for ataxia-telangiectasia. […] A-T fibroblasts, KAP-1 phosphorylation AlphaLISA; neocarzinostatin DNA damage 30 min before lysis. AID 485349. 0.19% of 320,000 active. Potency, µM (top dose mostly 57.5 µM), for inactives: at the top dose activation, most hits filed as activators; also: potency is read from the fitted curve at half-maximal effect; % of control where 0% means no effect; nearly all actives have a fitted effect of over 45% in size
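hTERT-immortalized A-T patient fibroblasts ([…]), 500 cells/well in OPTI-MEM, 1% FBS, got compounds for 60 min, then NCS for 30 min at 37C. Lysates were then assayed for phospho-KAP-1 by AlphaLISA (anti-pKAP1 donor, anti-KAP1 acceptor beads), 6 hr at 25C.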
TRPV1 agonist: activates the human vanilloid receptor TRPV1; 0.19% of 320,000 active; Q8NER1; activation, % at 8.33 µM; TRPV1-expressing cells, Fluo-8 calcium influx, agonist mode; in the data active = activation above about 80%; inconclusive = between about 30% and that limit; also: 0% is about no effect
Target sequence (Q8NER1 whole entry, looked up): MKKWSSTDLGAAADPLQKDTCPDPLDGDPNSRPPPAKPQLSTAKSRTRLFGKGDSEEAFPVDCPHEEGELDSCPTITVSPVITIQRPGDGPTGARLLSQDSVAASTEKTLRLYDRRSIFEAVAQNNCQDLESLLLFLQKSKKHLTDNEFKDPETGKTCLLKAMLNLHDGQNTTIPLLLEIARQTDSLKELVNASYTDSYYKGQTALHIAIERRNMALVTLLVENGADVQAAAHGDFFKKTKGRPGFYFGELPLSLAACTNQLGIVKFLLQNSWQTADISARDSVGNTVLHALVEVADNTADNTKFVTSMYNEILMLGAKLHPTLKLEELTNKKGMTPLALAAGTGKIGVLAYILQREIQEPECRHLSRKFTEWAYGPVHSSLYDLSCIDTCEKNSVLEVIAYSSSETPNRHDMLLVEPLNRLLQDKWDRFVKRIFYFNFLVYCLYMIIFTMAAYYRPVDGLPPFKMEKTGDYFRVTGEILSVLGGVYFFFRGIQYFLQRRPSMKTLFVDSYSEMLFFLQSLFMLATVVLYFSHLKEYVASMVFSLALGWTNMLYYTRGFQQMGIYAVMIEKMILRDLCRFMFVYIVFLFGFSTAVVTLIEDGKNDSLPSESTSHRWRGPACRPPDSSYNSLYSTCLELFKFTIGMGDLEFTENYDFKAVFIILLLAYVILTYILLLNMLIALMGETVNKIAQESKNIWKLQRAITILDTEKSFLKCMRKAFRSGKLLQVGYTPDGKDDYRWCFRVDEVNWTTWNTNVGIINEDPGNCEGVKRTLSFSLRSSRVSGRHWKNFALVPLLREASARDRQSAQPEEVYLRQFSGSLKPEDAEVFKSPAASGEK
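Fluo-8 calcium influx in TRPV1-expressing cells, kinetic read (ex 480/em 520 nm). Compound added and read 3 min for agonist activity, followed by capsaicin at EC20 final and 2 min further read for enhancement.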
p53 reactivator: re-activators of mutant p53; H1299 p53-A138V BP100-luciferase reporter, luminescence, 24 h; AID 504706; 0.063% of 320,000 active; Potency, µM (top dose mostly 92.2 µM), inactives show at the highest dose activity change, positive = activation, usual class: activators; also: potency is read from the fitted curve at half-maximal effect; % of control where 0% means no effect; nearly all actives have a fitted effect of over 45% in size
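H1299 (p53-null), stable ts p53-A138V + BP100-Luc; 1000 cells/well, Opti-MEM/10% FBS; cpd 4 pt, 1:5; 24 h, 37 deg C, 5% CO2; detection reagent 10 min RT; luminescence.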
Integrin act MD: integrin-mediated muscular dystrophy alleviation activation; 0.064% of 350,000 active; alpha7betagal myoblasts, beta-gal FDG fluorescence, 48 h; Potency, µM (highest dose often 38.3 µM), without a hit: top-dose activation, hits mostly activators;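 also: potency is read from the fitted curve at half-maximal effect; 100% = response of the positive control SU9516; nearly all actives have a fitted effect of over 60% in size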
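Alpha7betagal+/- myoblasts (passage 13) were plated 16-24 hr, then exposed to compounds (1:260 dilution of DMSO stock) for 48 hours at 37C. After MPER lysis, β-galactosidase reporter activity was read as FDG fluorescence (ex 480/em 540) after 30 minutes.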
TCR act: T cell receptor activation; Potency, µM (series often up to 9.22 µM), inactives show at the top dose activation of IL-2 secretion, usual class: activators; primary human leukocytes, anti-CD3, IL-2 HTRF, 48 h; 330,000 tested, under 10 active; AID 504894; also: % of control where 0% means no effect
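Compounds are tested in HTS on primary human leukocytes co-incubated with a-CD3 beads for 48 hr. IL-2 output is measured by time-resolved FRET.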
ELG1 DNA repair: ELG1-dependent DNA repair inhibition. AID 504467. HEK293T ELG1-luciferase reporter, luminescence, 16 h; DNA damage induced by 5-fluorouridine. Potency, µM (doses to about 46.1 µM), for the others: top-dose activity change, negative = inhibition, hits mostly inhibitors. 2.3% of 330,000 active; also: potency is read from the fitted curve at half-maximal effect; % is scaled to controls: 0 for no effect and ±100 for the full control effect; nearly all actives have a fitted effect of over 55% in size
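Cells (2,000 per well) received 5-fluorouridine plus test compound or DMSO and were incubated 16 hr at 37 °C, 5% CO2. Luciferase activity was read by luminescence 30 min after ONE-Glo addition; signal suppression marked inhibition of damage-induced ELG1 function.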
BRCA1 expr up: activators of BRCA1 expression. Potency, µM (top dose mostly 46.1 µM), for inactives: top-dose activation, usual class: activators. 1.1% of 380,000 active. MCF7-BRCA1-FFLuc reporter, luminescence, 48 h; response scale: scaled: vehicle 0%, 10 µM genistein 100%; also: potency is read from the fitted curve at half-maximal effect; nearly all actives have a fitted effect of over 80% in size; some results filed as inactive show a strong effect at the top dose
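MCF7 cells carrying a BRCA1-firefly luciferase reporter (2000 cells/well, phenol-red free MEM) were attached for 2 h at 37 °C, then given compounds for 48 h. Luminescence was read 15 min after luciferase reagent; activity normalized to genistein (10 microM) and DMSO.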
TSG101-PTAP inh: blocks PTAP/TSG101 interaction to inhibit HIV-1 budding; Potency, µM (series often up to 115 µM), for inactives: at the highest dose activity change, negative = inhibition, usual class: inhibitors; Fluorescence polarization, FITC-PTAP peptide / Tsg101 binding; AID 493005; 340,000 tested, under 10 active; active = well fitted inhibition curve with a large enough effect in the main read-out, with a control signal flat, not every such curve was filed as active; inconclusive = small, poorly fitted or top-dose-only effect, or effect the other way, or a change in a side signal; inactive = no such curve, though single readings can be large or run the other way; also: potency is read from the fitted curve at half-maximal effect; % of control where 0% means no effect
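FP read-out: FITC-PTAP peptide, 50 nM final, binding Tsg101 binding domain, 10 uM final; 20 min, r.t.; 10 mM HEPES pH 7.5, 0.15 M NaCl, 0.01% Tween 20, 3 mM EDTA, 0.1 mM TCEP.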
* marks the source's active call; other numbers are inactive results; ? = inconclusive; . = no result given; [ ] = dose if it differs, or a comment. Unless noted, calls follow the shape of the dose curve; as a rule, active = well fitted curve in the direction sought with a large enough effect; inconclusive = small, poorly fitted or top-dose-only effect, or another doubt; inactive = no such curve, though single readings can be large; an effect the other way counts as inactive or inconclusive.

Results follow in this order: CXXC DNA block	B2AR arrestin	A-T KAP1 phos	TRPV1 agonist	p53 reactivator	Integrin act MD	TCR act	ELG1 DNA repair	BRCA1 expr up	TSG101-PTAP inh
CC1(OC(=O)CCc2ccccc2)C(=O)C=C2C=C(c3ccc(C#N)cc3)N(CC3CC3)C=C2C1=O (configuration not stated)
 : 11%	-0.4%	-23%	0	1%	0%	0%	10%	10%	0%
Cc1cccc(NS(=O)(=O)c2cccc(C(=O)NCC(c3ccc(F)cc3)N3CCOCC3)c2)c1 (configuration not stated)
 : .	.	.	.	.	15%	7%	.	-22%	0%
CCN(Cc1ccccc1)S(=O)(=O)c1ccc2oc(C(=O)O)c(C)c2c1
 : -7%	-0.1%	1%	3	-7%	0%	2%	2%	4%	-3%
COc1ccc2oc(-c3cccc(NC(=O)CSc4ccc(Cl)cc4)c3)nc2c1
 : 0%	-0.2%	-6%	1	?	?	-9%[46.1 µM]	?	?	1%
O=C(Nc1ccc2c(c1)OCCO2)C1CCN(C(=O)c2ccc(Br)cc2)CC1
 : 0%	-0.1%	5%	1	1%	-20%	5%	7%	-3%	1%
CC#CCN(CC#CC)S(=O)(=O)c1ccc(S(=O)(=O)N2CCOCC2)cc1
 : 2%	0.0%	-2%	10	-4%	-26%	1%	-5%	-3%	-23%
Cc1nn(-c2ccccc2)c(NC(=O)c2ccccc2)c1Br
 : -5%	-0.2%	15%	-1	2%	7%	5%	-1%	-1%	0%
COc1ccc(-c2csc(CCN3N=C(C)CC3=O)n2)cc1
 : 5%	0.2%	1%	3	5%	0%	-7%	?	-33%	0%
Cc1ccc(NC(=O)CCC(=O)NNC(=O)c2cccs2)cc1C
 : -1%	0.1%	2%	2	6%	12%	0%	?	-18%	-3%
CN(C)c1ccc(C(=O)N2CCN(C(=O)C3CCCO3)CC2)cc1 (configuration not stated)
 : .	3.5%	4%	.	2%	-5%	3%	1%	1%	-1%
Cc1cc(NC(=O)Nc2cc(Cl)ccc2C)no1
 : -1%	-0.2%	?	-5	-3%	8%	-8%	?	-42%	-7%
CC(c1ccco1)N(C(=O)CSc1ccc(Br)cc1)c1ccccn1 (configuration not stated)
 : -13%	-0.2%	-3%	11	-23%	-15%	-31%	?	-15%	0%
CCOC(=O)c1c(NC(=O)CSc2nnc(-c3ccncc3)n2Cc2ccco2)sc(C)c1C
 : 6%	-0.2%	8%	0	-7%	-9%	2%	?	-20%	-6%
Nc1ccn(CC(=O)NCc2ccccn2)c(=O)n1
 : .	0.2%	4%	0	0%	12%	-7%	?	2%	0%
CCCCNC(=O)C(=O)NCC1CCCN1S(=O)(=O)c1cccs1 (configuration not stated)
 : .	0.1%	1%	-4	2%	6%	0%	13%	-5%	-1%
COc1cc(-c2nnc(SCC(=O)Nc3ccc(C(=O)O)cc3)o2)cc(OC)c1OC
 : .	-0.6%	5%	.	-6%	13%	1%[46.1 µM]	8%	-3%	0%
O=C(Nc1ccc(Cl)c(Cl)c1)Nc1nnc(CC2=CCCCC2)s1
 : -1%	-0.5%	0%	-1	26%	?	3%[46.1 µM]	?	-47%	-2%
Cc1ccc(CNC(=O)c2ccc([N+](=O)[O-])o2)cc1
 : 5%	0.0%	2%	16	-27%	-61%[inhibitor]	-2%	?	-77%	-4%
Cc1cc(/C(O)=C2\C(=O)C(=O)N(CCN(C)C)C2c2ccncc2)ccc1OCc1ccccc1 (configuration not stated)
 : ?	-0.3%	1%	0	-7%	24%	1%	14%	1%	-3%
CCN(CC)CCN1C(=O)C(=O)/C(=C(/O)c2c(C)[nH]c(C(=O)OC)c2C)C1c1cccnc1 (configuration not stated)
 : 6%	-0.4%	-5%	2	-2%	-16%	8%	-30%	1%	-5%
CCN(C(=O)COC(=O)CCOc1cc(C)ccc1C)c1c(N)n(Cc2ccccc2)c(=O)[nH]c1=O
 : .	.	.	.	.	0%	-3%	.	-7%	2%
Cn1c(C(=O)OCC(=O)NCc2ccc(F)cc2)cc2occc21
 : .	0.5%	-8%	?	3%	31%	0%	?	-12%	1%
COc1ccc(NS(=O)(=O)c2ccc(C)c(C(=O)NCc3cccnc3)c2)cc1
 : 9%	0.0%	-14%	1	0%	12%	-2%	1%	16%	-1%
CNC(=S)N/N=C1\CC(c2ccccc2)Oc2ccccc21 (configuration not stated)
 : 45%[activator]	?	-4%	23	-4%	-138%[inhibitor]	0%	24%	-9%	0%
O=C(CN1C(=O)/C(=C/c2ccccc2)SC1=S)NNC(=O)c1ccccc1O
 : 6%	-0.1%	0%	-1	3%	-27%	1%	-8%	2%	0%
COCCNC(=S)N/N=C(\C)c1ccc(Cl)s1
 : -11%	10µM*	18%	17	3%	2%	6%	-2%	-17%	-4%
O=C(CSc1cccs1)Nc1ccc(Cl)cc1
 : -7%	-0.7%	13%	?	8%	1%	10%	?	18%	-9%
NCCNc1ccc([N+](=O)[O-])c(Sc2nc3ccccc3[nH]2)c1
 : 34%[activator]	-0.3%	-14%	-2	-11%	-24%	-25%	-3%	-41%	-1%
CC(OC(=O)c1cnc(Cl)c(Cl)c1)C(=O)NCc1ccccc1 (configuration not stated)
 : .	0.5%	-15%	21	1%	-7%	-4%	?	-18%	-3%
O=C(Nc1ccccc1)c1nc[nH]c1C(=O)NCc1ccccc1
 : .	0.0%	6%	29	-2%	-4%	1%	?	-15%	-7%

Remaining list, next part.
Results follow in this order: CXXC DNA block	B2AR arrestin	A-T KAP1 phos	TRPV1 agonist	p53 reactivator	Integrin act MD	TCR act	ELG1 DNA repair	BRCA1 expr up	TSG101-PTAP inh
CC(C)C(=O)NC(=S)Nc1ccccc1C(=O)NC1CCCCC1
 : -4%	-0.7%	2%	5	0%	7%	-2%[46.1 µM]	3%	-11%	-7%
CC(C)(C)NC(=O)Cn1c(SCC(=O)NC2CCCCC2)nc2ccccc21
 : -1%	0.0%	8%	8	-2%	0%	-28%	1%	-18%	-6%
CC1CCCCN1CCCNc1ccc(C(CC(N)=O)NC(=O)Cc2ccc(Cl)cc2)cc1[N+](=O)[O-] (configuration not stated)
 : 5%	0.5%	-5%	2	.	11%	2%	-4%	-1%	-6%
COc1ccc(C(=O)Nc2sc(C(=O)N(C)C)c(C)c2C#N)cc1[N+](=O)[O-]
 : 1%	-1.6%	-1%	-2	2%	2%	0%[46.1 µM]	2%	-30%	0%
O=C1NC(=O)c2c(Br)c(Br)c(Br)c(Br)c21
 : .	.	.	.	.	-3%	-2%	.	3%	-4%
CCc1ccc(N(C(=O)CNC(=O)c2ccco2)C(C(=O)NC2CCCC2)c2cccnc2)cc1 (configuration not stated)
 : 14%	-0.1%	-1%	2	3%	0%	5%	4%	0%	-1%
COc1ccc(C(=O)Nc2ccc3ccccc3n2)c(OC)c1OC
 : -9%	-0.1%	3%	8	-9%	-15%	1%	?	?	-1%
N=c1c(C(=O)NCc2ccco2)cc2c(=O)n3ccccc3nc2n1Cc1ccccc1
 : 0%	-1.0%	1%	?	-2%	-52%[inhibitor]	0%	?	-32%	-5%
Cc1cc(NN)nc(NS(=O)(=O)c2ccc(Cl)cc2)n1
 : ?	0.1%	6%	-4	-3%	2%	4%	2%	-16%	1%
Cc1ccc(S(=O)(=O)NCCN2CCOCC2)cc1C
 : 1%	-0.2%	-7%	3	-4%	5%	.	-6%	-3%	-8%
COc1ccc(N2CCN(C(=O)Cn3nnc(-c4cccs4)n3)CC2)cc1
 : 9%	0.1%	1%	2	2%	-5%	0%	-1%	-19%	-6%
Cc1[nH]n(C2=NCCS2)c(=O)c1N=Nc1ccccc1
 : -13%	0.5%	3%	1	1%	0%	1%	?	-50%	-1%
CCc1ccc(NC(=O)C2CCN(c3c(N4CCCC4)c(=O)c3=O)CC2)cc1
 : -2%	0.0%	-2%	0	14%	12%	5%	?	8%	-4%
COc1ccc(NC(=O)C(C)N(c2ccc(C)cc2)S(C)(=O)=O)c(OC)c1 (configuration not stated)
 : -3%	0.0%	3%	0	-8%	-17%	0%	0%	-19%	-2%
O=C(NCCS(=O)(=O)NCc1ccccc1Cl)c1ccc2c(c1)OCO2
 : .	0.0%	4%	17	0%	4%	3%	9%	-6%	-3%

Source: PubChem (National Center for Advancing Translational Sciences (NCATS))
